NALP3 yeast inh – NALP3 inflammasome inhibitors in reconstituted yeast, primary screen, luminescence, uHTS. Yeast reconstituted NLRP3/ASC/caspase-1, beta-gal luminescence, 24 h. inhibition, % at 10 µM. actives 0.39% (n = 330,000). AID 2825, 2010;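 active means inhibition of 50% or more; inactive means inhibition below 50%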;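 further: plate controls were induced DMSO wells for no effect and uninduced yeast grown without galactose for full effect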
SENP6 block – SENP6 protease inhibitors, primary screen, biochemical, luminescence, uHTS; actives 1.8% (n = 330,000); inhibition, % at 10 µM; Recombinant SENP6 catalytic domain, aminoluciferin luminescence; Sentrin-specific protease 6 (Homo sapiens), Q9GZR1;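 active means inhibition above about 50% at the single tested dose, limit read from the data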;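 further: plate controls were DMSO wells with enzyme for no effect and DMSO wells lacking enzyme for full effect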
SENP1 inh – human SENP1 catalytic domain inhibitors, primary screen, biochemical, FRET, uHTS; Sentrin-specific protease 1 (Homo sapiens), Q9P0U3; AID 624204, 2012; recombinant SENP1 catalytic domain, CyPet-SUMO1-YPet FRET cleavage; inhibition, % at 10 µM; actives 0.21% (n = 360,000);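 active means inhibition at least 30% at 10 µM, raw YFP signal under a set limit, fluorescence ratio 0.5 to 1.5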;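 further: 0% = enzyme with DMSO and 100% = no enzyme wells; some results filed as inactive read as strong as hits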
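Test system: human SENP1 catalytic domain; medium: Tris pH 8 buffer plus EDTA, NaCl, BME, BSA, NP40, catalase; incubation: 50 min reaction at room temperature; technique: FRET, CFP and YFP emission; controls: no-enzyme low control and enzyme-plus-DMSO high control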
HKDC1 inhibitor – HKDC1 hexokinase inhibitors, primary screen, biochemical, fluorescence, uHTS; actives 0.16% (n = 340,000); AID 493160, 2011; inhibition, % at 20 µM; recombinant HKDC1, G6PDH/diaphorase resazurin coupled fluorescence;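 active means inhibition above about 35% when tested at 20 µM, limit read from the data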;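 further: plate controls were DMSO wells with enzyme for no effect and DMSO wells lacking enzyme for full effect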
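Assay system: recombinant HKDC1 hexokinase; detection: coupled resazurin fluorescence, excitation 525 nm, emission 613 nm; benchmarks: DMSO-plus-enzyme-mix negative control, buffer-substituted positive control; compound dosing: single 20 µM dose; schedule: 90 min at room temperature in dark; also added: glucose plus 1 mM ATP as hexokinase substrates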
SENP8 block-1 – SENP8 protease inhibitors, primary screen, biochemical, luminescence. inhibition, % at 10 µM. actives 1.2% (n = 330,000). purified SENP8, Z-RLRGG-aminoluciferin cleavage. AID 2540, 2010. Sentrin-specific protease 8 (Homo sapiens), Q96LD8; in the data active means inhibition above about 50%
SENP7 block – SENP7 protease inhibitors, primary screen, biochemical, luminescence, uHTS | actives 1.5% (n = 330,000) | AID 434973, 2010 | Sentrin-specific protease 7 (Homo sapiens), Q9BQF6 | recombinant SENP7, Z-RLRGG-aminoluciferin luminescence, 40 min | inhibition, % at 5 µM;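 active means inhibition above about 50% at the single test dose, limit read from the data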;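 further: plate controls were DMSO with enzyme for no effect and no enzyme buffer wells for full effect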
Apaf1 inhib – inhibitors of human Apaf-1 apoptosome, primary screen, biochemical, DEVD-Rh110 fluorescence, uHTS; Apoptotic protease-activating factor 1 (Homo sapiens), O14727; reconstituted apoptosome caspase-3 activity; inhibition, % at 20 µM; actives 0.71% (n = 330,000); active means inhibition of at least 40% at 20 µM;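 further: plate controls were DMSO wells for no effect and DEVD-CHO caspase inhibitor wells for full effect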
Target sequence (O14727 whole entry, looked up): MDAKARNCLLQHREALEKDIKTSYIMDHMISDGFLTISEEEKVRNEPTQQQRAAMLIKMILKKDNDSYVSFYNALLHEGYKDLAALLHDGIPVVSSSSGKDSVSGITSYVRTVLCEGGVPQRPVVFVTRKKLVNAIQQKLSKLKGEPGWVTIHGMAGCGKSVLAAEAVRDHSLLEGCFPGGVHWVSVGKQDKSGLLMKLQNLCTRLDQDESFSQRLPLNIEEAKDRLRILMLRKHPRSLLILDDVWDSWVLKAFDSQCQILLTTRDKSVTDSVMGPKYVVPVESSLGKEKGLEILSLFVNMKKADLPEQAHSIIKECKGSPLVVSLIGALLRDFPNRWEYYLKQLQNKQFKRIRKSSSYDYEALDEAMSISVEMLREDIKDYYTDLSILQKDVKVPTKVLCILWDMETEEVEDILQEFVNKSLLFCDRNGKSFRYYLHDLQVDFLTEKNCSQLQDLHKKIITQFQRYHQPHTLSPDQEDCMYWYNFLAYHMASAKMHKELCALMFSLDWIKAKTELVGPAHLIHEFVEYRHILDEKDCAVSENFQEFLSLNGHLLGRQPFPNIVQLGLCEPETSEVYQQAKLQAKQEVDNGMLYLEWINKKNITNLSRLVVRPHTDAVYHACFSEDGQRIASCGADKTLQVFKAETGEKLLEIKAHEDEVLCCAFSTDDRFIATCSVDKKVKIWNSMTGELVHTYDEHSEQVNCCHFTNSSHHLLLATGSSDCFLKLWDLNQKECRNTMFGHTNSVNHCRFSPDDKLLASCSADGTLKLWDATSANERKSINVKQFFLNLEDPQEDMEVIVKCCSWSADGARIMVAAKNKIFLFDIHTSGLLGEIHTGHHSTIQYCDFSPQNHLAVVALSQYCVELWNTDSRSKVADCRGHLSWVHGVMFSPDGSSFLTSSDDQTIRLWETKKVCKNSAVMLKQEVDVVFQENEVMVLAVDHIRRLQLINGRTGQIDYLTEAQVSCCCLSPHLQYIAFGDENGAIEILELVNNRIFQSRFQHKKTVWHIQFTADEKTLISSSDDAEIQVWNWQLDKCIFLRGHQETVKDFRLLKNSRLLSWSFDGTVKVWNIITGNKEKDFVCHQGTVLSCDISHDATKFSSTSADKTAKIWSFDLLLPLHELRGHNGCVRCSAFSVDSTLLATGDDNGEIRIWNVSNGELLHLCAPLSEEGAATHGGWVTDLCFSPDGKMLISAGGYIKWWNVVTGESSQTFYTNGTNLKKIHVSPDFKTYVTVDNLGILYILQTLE
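Medium: Hepes buffer, pH 7.5 / System: biochemical Apaf-1 apoptosome reconstitution / Measured by: Rh110 fluorescence, excitation 480 nm, emission 540 nm / Times: compound with Apaf-1, dATP, procaspase-3 30 min, then 50 min reaction, room temperature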
SENP8 block-2 – human SENP8 protease inhibitors, primary screen, biochemical, fluorescence, Nedd8 protein substrate, uHTS | inhibition, % at 20 µM | Sentrin-specific protease 8 (Homo sapiens), Q96LD8 | recombinant SENP8 | AID 602440, 2012 | actives 0.64% (n = 360,000); in the data active means inhibition mostly above about 40%, no sharp cut-off; inactive means mostly below about 27%
PfG6PD inh – PfG6PD enzyme inhibitors, primary screen, biochemical, fluorescence intensity, uHTS. PfGluPho enzyme, NADPH resazurin-diaphorase fluorescence. inhibition, % at 20 µM. actives 0.78% (n = 350,000);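 active means inhibition reaching at least a set limit at 20 µM in the primary screen, cut at about 59% in these data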;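 further: 0% = DMSO wells with substrate and 100% = DMSO wells lacking glucose-6-phosphate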
* hit, by the source's call; nt = not tested or not shown.

SMILES	NALP3 yeast inh	SENP6 block	SENP1 inh	HKDC1 inhibitor	SENP8 block-1	SENP7 block	Apaf1 inhib	SENP8 block-2	PfG6PD inh
COc1cccc(C(=O)NNC2=C(C(=O)C(F)(F)F)CCC2)c1	1	23	-5	-17	2	5	-11	20	-9
COc1cccc(C(=O)Nc2nc3c(c(=O)[nH]2)CCCC3)c1	7	0	3	-1	3	0	5	26	9
O=C(c1ccccc1)N1CCN(C2C3CC4CC(C3)CC2C4)CC1 (stereo not drawn)	13	-2	0	-8	8	3	0	7	0
c1ccc(COc2ncnc3c2ncn3CCCNCC2CCCO2)cc1 (stereo not drawn)	nt	nt	-2	-6	nt	nt	nt	0	-1
Cc1ccccc1S(=O)(=O)Cc1ccc(C(=O)NCCc2ccccc2)o1	14	-5	1	1	-5	0	-2	4	3
CC1=C(C(=O)OCc2ccccc2)C(c2ccco2)n2ncnc2N1 (stereo not drawn)	8	15	1	-1	-1	-1	10	1	52
COc1cccc(CC2(CO)CCN(Cc3cnc(N4CCOCC4)s3)CC2)c1	9	5	1	-9	-1	0	2	1	-5
CNC(=S)N(Cc1ccc(OC)cc1)Cc1cc2ccc(C)cc2[nH]c1=O	8	4	1	2	-11	11	6	-19	8
COc1ccc(OC)c(S(=O)(=O)N2CCCCC2C(=O)O)c1 (stereo not drawn)	6	-48	-1	10	5	1	-29	8	-26
CC(Oc1ccccc1Cl)C(=O)Nc1ccc(S(=O)(=O)N2CCN(C)CC2)cc1 (stereo not drawn)	nt	nt	1	4	nt	nt	nt	-2	14
O=C1CC(N2CCN(CCc3ccccn3)CC2)C(=O)N1c1ccc(Cl)cc1 (stereo not drawn)	8	-4	0	-5	-7	3	7	19	-8
COC(=O)c1c(O)ccc(Oc2ccccc2)c1C(=O)OC	9	-15	2	3	1	-2	4	-349	3
COc1cccc(NC(=O)CN(C)C(=O)c2cn(-c3ccccc3)nc2-c2cccnc2)c1	13	-2	0	1	0	5	-21	-2	2
COc1ccc(S(=O)(=O)Nc2nc3ccccc3s2)cc1OC	13	1	1	-8	1	-2	-30	3	-28
Cc1ccc(N(CC(=O)NC2CCCC2)C(=O)CCCC(=O)Nc2ccccn2)cc1C	4	-13	1	-5	5	1	-4	21	2
COC(=O)C1CC2=C(CCCC2=O)N(Cc2ccccc2)C1=O (stereo not drawn)	nt	nt	0	4	nt	nt	nt	-6	8
CCCn1c(/C=N/Nc2nc3ccccc3[nH]2)nc2ccccc21	nt	nt	-30	-9	nt	nt	nt	-41	-1
CCCn1c(=N)n(CC(=O)c2cccs2)c2ccccc21	2	-11	6	-6	-3	5	2	16	9
Cc1cccc(C)c1NC(=O)c1cn(-c2ccccc2)nc1-c1ccccc1	8	-2	1	3	-3	1	9	17	-17
COC(=O)c1c(NC(=O)c2ccc(Br)s2)sc2c1CCC2	6	31	-44	-4	18	1	-5	-255	-5
CCCC(c1c(C)n(C)n(-c2ccccc2)c1=O)c1c(C)n(C)n(-c2ccccc2)c1=O	12	2	3	-7	-4	5	7	20	4
CC(=O)N1c2ccc(S(=O)(=O)NCC3CCC(C(=O)Nc4cc(C)ccn4)CC3)cc2CC1C (stereo not drawn)	-5	4	1	-6	-9	9	-5	10	5
Cc1cc(CNC(=O)C2CCC(=O)N(CCc3cccc(F)c3)C2)on1 (stereo not drawn)	16	-13	3	7	1	1	0	9	-19
COc1ccc(OC)c(CCNC(=O)CCc2nnc3ccc(N4CCCCC4)nn23)c1	-6	-38	-1	3	-13	10	-7	-8	-20
Nc1cc(-c2ccc(Cl)cc2)nn1S(=O)(=O)c1ccc(Cl)cc1	-5	-1	1	2	-10	-10	7	16	-5
N#C/C(=C\c1ccc(OCc2ccc(C(=O)O)cc2)cc1)C(=O)N1CCOCC1	18	22	-3	-12	31	30	4	-3	-17
Cc1cc(C)n2c(SCC(=O)N(C)C3CCS(=O)(=O)C3)nnc2n1 (stereo not drawn)	-6	-16	3	1	1	-2	2	1	5
COc1ccc(NC(=O)CSc2nc(N)c(-c3ccccc3)c(=O)[nH]2)cc1	26	7	3	4	6	-2	-26	13	-16
CC[C@]12c3[nH]c4ccc(Cl)cc4c3CCN1C(=O)[C@@H](CC(=O)NCCCOC)C[C@@H]2C(=O)N1CCN(C(=O)C2CC2)CC1	nt	nt	1	11	nt	1	5	12	-7
COc1ccccc1NC(=S)N(c1ccccc1)C(C)C	11	-2	0	-15	4	10	-4	8	-18
Cc1nc(Cc2nnc(SCC(=O)N(C)c3ccccc3)o2)cs1	-3	-9	-2	-3	2	0	15	8	-1
CCN(CC)CCCN=C(N)N	11	-13	nt	-6	-10	-3	6	nt	-2
Nc1c(C(=O)c2cccs2)oc2ccccc12	-22	-4	-90	17	-11	-10	2	-34	1
O=C(COc1ccccc1)Nc1ccncc1Cl	20	-13	-1	33	-2	-4	7	-4	-1
COCCn1c(-c2ccc(Br)cc2)nc2oc3cc(OC)ccc3c(=O)c2c1=O	1	-4	0	-3	-2	3	-15	-18	11
COC(=O)C1=C(C)NC(=O)NC1C1CC=CCC1 (stereo not drawn)	7	-27	2	14	-3	2	3	7	-4
CCN(CC)CCNS(=O)(=O)c1ccc(/C=C/C(=O)O)cc1	10	-6	-1	-7	-1	5	-7	7	-13
Cc1ccc(NC(=O)CSCC(=O)Nc2ccccc2N2CCCCC2)cc1	7	-2	-1	-2	18	-10	26	-1	-9
CCCCNS(=O)(=O)c1ccc(Br)cc1N1CCC[C@H]1CO	nt	nt	0	13	nt	-1	16	4	8
O=C(COC(=O)c1ccc(Cl)c(S(=O)(=O)N2CCCC2)c1)NCc1cccs1	7	-4	3	-3	-4	-13	7	4	-4
CCOC(=O)c1ccc(N=Cc2cnc(N)nc2N)cc1	nt	nt	-5	0	nt	nt	nt	5	-19
S=c1[nH]nc(C2(c3ccccc3)CCCC2)o1	20	-10	1	2	4	3	-17	21	4
CCOC(=O)c1c(C)c(C(=O)NCCCOC(C)C)c(C)n1C	-14	9	-4	-4	3	1	-9	12	-3
CC(NC(=O)CC(c1ccccc1)c1cc(Cl)ccc1O)c1ccccc1 (stereo not drawn)	nt	nt	3	1	nt	nt	nt	19	13
CC(C)CC(NC(=O)C1CCC(C)CC1)C(=O)NCc1ccccn1 (stereo not drawn)	16	-10	2	-4	-8	-17	14	22	-12
CCOC(=O)N/N=C/c1ccc(F)cc1F	10	-10	0	-8	-7	-4	-4	8	-1
COc1ccc(CNC(=O)[C@@H](C)NC(=O)[C@@H]2Cc3ccccc3CN2)cc1	24	-8	2	-5	-5	-5	0	14	-11
COC(=O)CN1C(=O)[C@H]2[C@@H](C3CC3)N3C(=O)CN(Cc4ccc(-c5ccccc5)cc4)C(=O)[C@@]3(Cc3ccccc3)[C@H]2C1=O	5	-13	-3	-4	7	-2	2	2	8
COc1ccc(-c2cn(Cc3ccc(C(N)=O)cc3)c(-c3ccncc3)n2)cc1	10	72*	2	-5	61*	68*	-7	-494	14
NC(=O)c1ccc[n+]([C@H]2O[C@@H](COP(=O)([O-])OP(=O)(O)OC[C@H]3O[C@@H](n4cnc5c(N)ncnc54)[C@H](O)[C@@H]3O)[C@H](O)[C@@H]2O)c1	11	6	1	-5	-2	1	-16	2	0
COc1ccc(Cl)cc1Nc1nc(NCCO)nc(N2CCCC2)n1	23	-16	0	-3	-7	-1	14	2	-9
O=C(Nc1cccc2ccccc12)OC1C=CS(=O)(=O)C1 (stereo not drawn)	11	-3	0	5	-4	7	-9	12	-12
COc1cc(NC(=O)c2ccnn2C)c(OC)cc1Cl	22	9	3	-3	1	1	-14	19	6
COc1ccc(Oc2nc3ccccc3nc2C(F)(F)F)cc1	12	-1	-2	2	-11	0	4	12	-4
COc1cc(/C=N/NC(=O)c2cc(-c3c(C)nn(-c4ccccc4)c3C)n[nH]2)ccc1O	-4	9	-1	-10	8	10	6	-146	24
COc1ccc(NC(=O)N(C)C[C@H]2Oc3ccc(NS(=O)(=O)c4ccc(OC)cc4)cc3C(=O)N([C@H](C)CO)C[C@@H]2C)cc1	5	-11	0	1	-6	9	8	9	-2
CCCN(CCO)Cc1cccc(Oc2ccccc2)c1	18	-6	2	-5	-2	4	5	12	5
COC(=O)C(C(C)C)N(Cc1cc(OC)cc(OC)c1)S(=O)(=O)CCl (stereo not drawn)	nt	nt	0	-2	nt	-7	20	8	27
CCC(C)N1CCN(C(=O)c2cc(OC)cc(OC)c2)CC1 (stereo not drawn)	12	-10	-47	-5	-10	14	2	5	8
O=S(=O)(c1ccc2c(c1)CCCC2)N1CCNCC1	11	9	1	-4	-2	10	-1	8	-1

The closing 2 entries of the section before lead into the next.
SMILES	NALP3 yeast inh	SENP6 block	SENP1 inh	HKDC1 inhibitor	SENP8 block-1	SENP7 block	Apaf1 inhib	SENP8 block-2	PfG6PD inh
CCC(C)N1CCN(C(=O)c2cc(OC)cc(OC)c2)CC1 (stereo not drawn)	12	-10	-47	-5	-10	14	2	5	8
O=S(=O)(c1ccc2c(c1)CCCC2)N1CCNCC1	11	9	1	-4	-2	10	-1	8	-1
NC(=O)Cn1cnc2nc3n(c2c1=O)CCC3	0	-5	-1	-5	-8	-9	1	19	-5
Cc1ccc(S(=O)(=O)N2CCC(C(=O)NC3CC(C)(C)NC(C)(C)C3)CC2)cc1C	5	-9	0	-13	3	0	11	10	-16
Cc1ccc(C)c(N(C(=O)c2ccco2)C(C(=O)NC2CCCC2)c2ccco2)c1 (stereo not drawn)	-7	3	0	-3	-4	0	16	12	-6
COC(=O)Sc1nnc(-c2ccc(Br)cc2)o1	-6	-9	nt	nt	-8	8	8	nt	nt
Brc1cccc(/C=N\n2cnnc2)c1	-2	-2	2	-2	-6	-9	-12	7	7
CCOC(=O)C1(CC2CCCCO2)CCN(Cc2cc3ccccc3[nH]2)CC1 (stereo not drawn)	21	11	-43	1	6	-3	6	-19	-2
NNC(=O)Cn1nc(-c2ccccc2)c2ccccc2c1=O	35	-19	-1	-3	-4	-6	4	7	10

Some of these compounds in order of their number in PfG6PD inh, falling:
| smiles | PfG6PD inh |
| --- | --- |
| NNC(=O)Cn1nc(-c2ccccc2)c2ccccc2c1=O | 10 |
| Brc1cccc(/C=N\n2cnnc2)c1 | 7 |
| CCOC(=O)C1(CC2CCCCO2)CCN(Cc2cc3ccccc3[nH]2)CC1 (stereo not drawn) | -2 |
| NC(=O)Cn1cnc2nc3n(c2c1=O)CCC3 | -5 |
| Cc1ccc(C)c(N(C(=O)c2ccco2)C(C(=O)NC2CCCC2)c2ccco2)c1 (stereo not drawn) | -6 |
| Cc1ccc(S(=O)(=O)N2CCC(C(=O)NC3CC(C)(C)NC(C)(C)C3)CC2)cc1C | -16 |

Screening data (PubChem)
